CYP2C9 inhib: blocks human cytochrome P450 2C9; CYP2C9 Supersomes, luciferin-H conversion, luminescence; inhibition, % at 5 µM; hit rate 20% among 96,000;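 active = blocking of liver enzyme CYP2C9 beyond about 50% at 5 µM, limit read from the data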; note: values of inactives mirror those of a sister screen read the other way
Target sequence (P11712 whole entry, looked up): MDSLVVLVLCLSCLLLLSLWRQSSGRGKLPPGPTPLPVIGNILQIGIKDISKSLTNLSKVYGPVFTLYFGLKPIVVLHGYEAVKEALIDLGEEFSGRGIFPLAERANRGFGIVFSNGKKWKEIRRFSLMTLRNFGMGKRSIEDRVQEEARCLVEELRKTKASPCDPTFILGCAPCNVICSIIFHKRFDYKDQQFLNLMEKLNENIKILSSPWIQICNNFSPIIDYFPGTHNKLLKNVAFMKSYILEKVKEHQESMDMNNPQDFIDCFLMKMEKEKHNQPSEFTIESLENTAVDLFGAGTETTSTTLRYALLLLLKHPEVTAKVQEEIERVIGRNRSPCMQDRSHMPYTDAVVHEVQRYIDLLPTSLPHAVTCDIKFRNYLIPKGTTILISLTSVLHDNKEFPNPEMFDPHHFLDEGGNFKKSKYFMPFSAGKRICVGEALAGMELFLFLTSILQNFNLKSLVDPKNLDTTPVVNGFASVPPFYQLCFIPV
CYP2C9 activ: CYP2C9 (human) activation. recombinant CYP2C9, luciferin-H conversion, luminescence; stronger effect = higher value; factor 1 = untreated enzyme, 0 = blocked. activation factor at 5 µM. hit rate 1.4% among 96,000;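 active = activation factor of 2 or more for CYP2C9 at a 5 µM dose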;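 note: 0 = sulfaphenazole-blocked wells and 1 = vehicle-only wells; values of inactives mirror those of a sister screen read the other way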
Candida biofilm: kills Candida albicans biofilms; C. albicans biofilm + clotrimazole, Alamar Blue; inhibition, % at 6 µM; hit rate 0.14% among 85,000; AID 834;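 active = inhibition above 20%; inactive = inhibition below 20%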;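 note: preformed 24 hr biofilms exposed to compound for 48 hr; 0% = biofilm without compound and 100% = blank killed by clotrimazole plus chlorhexidine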
* = called active by the depositor. The list is partial, so the mix of outcomes need not match the whole.

structure,CYP2C9 inhib,CYP2C9 activ,Candida biofilm
OCCNc1nc(C2CC2)nc2c1nnn2Cc1ccccc1Cl,60*,0.4,4
CCCS(=O)(=O)NCCc1cc2ccc(OC)cc2[nH]c1=O,-7,1.1,11
CCOc1ccc(NC2=NC(C(=O)NCc3ccccc3)CC(=O)N2)cc1 (configuration not stated),25,0.7,7
COc1cc2c(cc1OC)-c1nnc(C)n1C(C)(C)C2,-26,1.3,-5
Cc1ccc(C2(C(F)(F)F)NC(=O)N3CCCN=C3S2)cc1 (configuration not stated),16,0.8,6
CC1(C)Cc2c(sc3ncn4nc(CCC(=O)O)c(=O)nc4c23)CO1,8,0.9,7
COCCn1nnnc1C(C(C)C)N(Cc1ccccc1)Cc1cc2cc(OC)ccc2[nH]c1=O (configuration not stated),84*,0.2,7
COc1ccc(-n2c(Cc3cccn3C)nnc2SCC(=O)Nc2ccc(C)cc2C)cc1,38,0.6,-2
CCOC(=O)C1CCN(C(c2cccc(OC)c2)c2sc3nc(C)nn3c2O)CC1 (configuration not stated),19,0.8,5
O=C(C1COc2ccccc2O1)N1CCN(c2ccccc2)CC1 (configuration not stated),75*,0.3,11
Cn1c(=O)n(CCN2CCOCC2)c(=O)c2c1nc1n2CCN1c1ccc(Oc2ccccc2)cc1,1,1,11
COCCNC(C)C(=O)C12CC3CC(CC(C3)C1)C2 (configuration not stated),-11,1.1,-1
O=C(NC1CCCC1)NS(=O)(=O)c1ccccc1Cl,12,0.9,6
CC(C)c1nc(SCC(=O)N2CCN(c3ccccc3)CC2)c2c(=O)n(C)c(=O)n(C)c2n1,34,0.7,3
CCOC(=O)C1=C(N)OC2=C(C(=O)CCC2)C1c1ccc(C)s1 (configuration not stated),16,0.8,6
Cc1cc(C2N=C(N)Nc3nc4ccccc4n32)c(C)n1-c1ccccc1Cl (configuration not stated),80*,0.2,5
CC12CC(c3ccccc3O1)N(C(=O)c1ccco1)C(=O)N2c1ccccc1 (configuration not stated),-6,1.1,10
O=C(c1ccco1)N(Cc1ccco1)c1ccc(O)cc1,54*,0.5,4
COc1ccc(-c2nnc(SCC(=O)N3CCOCC3)o2)cc1OC,30,0.7,5
COc1cccc(-c2cc(C(=O)Nn3cnnc3)c3ccccc3n2)c1,97*,0,2
C=CCn1c(=O)c2ccccc2n2c(SCc3csc(-c4ccccc4)n3)nnc12,25,0.7,11
COC(=O)c1ccc(OCC(=O)Nc2nn(-c3ccccc3)nc2C(N)=O)cc1,0,1,1
COc1ccc(S(=O)(=O)Cc2ccc(C(=O)N3CCN(c4cccc(C)c4C)CC3)o2)cc1,76*,0.2,15
O=C(CCCN1C(=O)c2ccccc2C1=O)Nc1ccc(Br)cn1,10,0.9,5
COC(=O)c1cccc(OCC(O)Cn2ccnc2)c1 (configuration not stated),88*,0.1,1
COc1ccc(N2CCCn3c2nc2c3c(=O)n(Cc3ccccc3F)c(=O)n2C)cc1,8,0.9,-2
COc1ccc2[nH]c3c(c2c1)CCn1c-3nc2ccccc2c1=O,42,0.6,7
Cc1cccc(NC(=O)CC2SC(=NC3CCCCC3)NC2=O)c1 (configuration not stated),66*,0.3,5
Cc1nnc(SCc2nnc(-c3ccccc3)o2)n(N)c1=O,-8,1.1,9
Cc1ccc(S(=O)(=O)C2(C(=O)Nc3nccs3)CC2)cc1,16,0.8,4

structure,CYP2C9 inhib,CYP2C9 activ,Candida biofilm
CC1CN(C(=O)c2cn3ccccc3n2)CC(C)O1 (configuration not stated),-3,1,2
CCOC(=O)C1CCCN(c2nc3ccccc3nc2C(C#N)C(=O)OCCOC)C1 (configuration not stated),35,0.6,5
CSc1nc2[nH]c3c(c2c2nncn12)CC(C)(C)OC3,16,0.8,7
COC(=O)c1ccc(CN2C(=O)NC3(CCCCC3C)C2=O)o1 (configuration not stated),-8,1.1,2
Cn1c(C(=O)NCCN2CCN(c3ccccc3F)CC2)cc2c(=O)n(C)c3ccccc3c21,11,0.9,17
COc1ccccc1N1CCN(Cc2ccc(Br)o2)CC1,54*,0.5,-2
Cn1c(=O)c2cnc(N3CCOCC3)nc2n(C)c1=O,0,1,-1
O=C(NCCCNCc1ccccc1)c1ccccn1,1,1,-2
Clc1ccc(-n2ncc3c(NCC4CCCO4)ncnc32)cc1 (configuration not stated),19,0.8,23*
CCCCOCCCNC(=O)c1ccccc1OCC,-187,2.9*,9
CCOC(=O)c1ccc(NC(=O)c2c(C)[nH]c(C(=O)OCC)c2C)cc1,33,0.7,9
COc1cc2cc(C)c3nnc(SCC(N)=O)n3c2cc1OC,15,0.8,-5
COC(=O)c1ccc(CSc2ncnc3c2nnn3-c2ccc(OC)cc2)o1,56*,0.4,7
CCOc1ccccc1C1C(C#N)=C(N)Oc2cc(C)n(Cc3ccccn3)c(=O)c21 (configuration not stated),21,0.8,6
CCCc1nc2oc3c(NCc4ccccn4)ncnc3c2c2c1COC(C)(C)C2,52*,0.5,6
Cc1ccccc1-c1nnc2s/c(=C\c3ccc(N(C)C)cc3)c(=O)n12,5,0.9,-3
COc1ccc(C(c2sc3nc(C)nn3c2O)N2CCN(Cc3ccccc3)CC2)cc1OC (configuration not stated),-7,1.1,4
COc1ccc(-n2c(SCC(=O)Nc3nccs3)nc3c(c2=O)SC(C)C3)cc1 (configuration not stated),25,0.8,1
CCn1cc(C(=O)NCCCOC)c2cc(OC)c(OC)cc2c1=O,-11,1.1,7
Cc1ccc2c(C)c(C(=O)Nc3nnc(C)s3)oc2c1,-5,1,6
Cc1nc2c(-c3ccccc3)c(C)nn2c(C)c1CCC(=O)NCc1ccco1,48,0.5,2
CCO/C=C1\C(=O)N(c2ccccc2)C(=O)c2ccccc21,18,0.8,1
COC(=O)c1cc(Br)c(=O)n(-c2ccc(C(C)=O)cc2)c1,25,0.8,7
CCN(CC)CCCN1C(=O)C(=O)/C(=C(/O)c2ccc3c(c2)CC(C)O3)C1c1cccnc1 (configuration not stated),-17,1.2,9
COc1ccc(C(=O)Nc2cc(C)on2)cc1,8,0.9,1
COc1ccc2c(CC#N)c[nH]c2c1,-10,1.1,-4
CCOC(=O)c1nc2nc(C)cc(=O)n2[nH]1,-12,1.1,7
c1cnc(NC2C3CC4CC(C3)CC2C4)nc1 (configuration not stated),26,0.7,7
CCCCc1c(O)nc(SCC(=O)Nc2ccc3c(c2)CCC3)[nH]c1=O,49,0.5,-2
O=C(C1CCCC1)N(c1ccccc1)C1C=CS(=O)(=O)C1 (configuration not stated),12,0.9,1

Entries from the list above that contain a furan ring, fused or not, in the order listed:
structure,CYP2C9 inhib,CYP2C9 activ,Candida biofilm
CC12CC(c3ccccc3O1)N(C(=O)c1ccco1)C(=O)N2c1ccccc1 (configuration not stated),-6,1.1,10
O=C(c1ccco1)N(Cc1ccco1)c1ccc(O)cc1,54*,0.5,4
COc1ccc(S(=O)(=O)Cc2ccc(C(=O)N3CCN(c4cccc(C)c4C)CC3)o2)cc1,76*,0.2,15
COC(=O)c1ccc(CN2C(=O)NC3(CCCCC3C)C2=O)o1 (configuration not stated),-8,1.1,2
COc1ccccc1N1CCN(Cc2ccc(Br)o2)CC1,54*,0.5,-2
COC(=O)c1ccc(CSc2ncnc3c2nnn3-c2ccc(OC)cc2)o1,56*,0.4,7
CCCc1nc2oc3c(NCc4ccccn4)ncnc3c2c2c1COC(C)(C)C2,52*,0.5,6
Cc1ccc2c(C)c(C(=O)Nc3nnc(C)s3)oc2c1,-5,1,6
Cc1nc2c(-c3ccccc3)c(C)nn2c(C)c1CCC(=O)NCc1ccco1,48,0.5,2

New compounds follow.
structure,CYP2C9 inhib,CYP2C9 activ,Candida biofilm
Cc1nc(NC2=NCN(Cc3ccc4c(c3)OCO4)CN2)nc2ccccc12,-1,1,-3
COc1ccc(-n2c(Cc3cccn3C)nnc2SCC(=O)N2CCCC2)cc1,26,0.7,10
Cc1ccc(OCc2nnc(SCC(=O)Nc3sc(C)c(C)c3C#N)n2C)cc1,1,1,9
Cc1cc2cc(CCNC(=O)c3c(-c4ccccc4Cl)noc3C)c(=O)[nH]c2cc1C,47,0.5,3
CCOc1ccc(CCNC(=O)C2CCN(c3nn4c(=O)cc(C)nc4s3)CC2)cc1,65*,0.4,4
O=S(=O)(NCC(O)COCc1ccco1)c1cccs1 (configuration not stated),40,0.6,2
COc1ccc(C2CC(c3ccc(C)cc3)Nc3ncnn32)cc1 (configuration not stated),65*,0.3,11
O=C(Nc1ccc(-c2noc(CCc3ccccc3)n2)cc1)c1ccco1,71*,0.3,5
c1ccc2[nH]c(SCCN3CCOCC3)nc2c1,3,1,6
CCN(CC)CCNC(=O)c1c(O)c2cccc3c2n(c1=O)CCC3,-10,1.1,5
COCCCNC(=O)c1ccc(CS(=O)(=O)c2ccc(OC)cc2)o1,4,1,6
O=c1c2ccccc2oc2nc(-c3ccco3)n(CCc3ccccc3)c(=O)c12,4,1,9
CCCc1cc(=O)oc2c(CN3CCN(C)CC3)c(O)c(Cl)cc12,-1,1,3
CCCn1c(SCc2ccccn2)nc2c1c(=O)n(C)c(=O)n2C,18,0.8,10
COc1ccc(-n2ncc3c(Nc4cccc(C)c4)ncnc32)cc1,0,1,7
Cc1noc(NS(=O)(=O)c2ccc(NC(=O)c3cnc4scc(C)n4c3=O)cc2)c1C,9,0.9,1
NC(=O)C1CCN(Cc2nnnn2Cc2ccco2)CC1,-2,1,7
O=c1c2ccccc2c(/C=N/n2cnnc2)c(O)n1-c1ccccc1F,58*,0.4,8
COc1ccc(-c2nnc3sc(CN4C(=O)c5ccccc5C4=O)nn23)cc1,13,0.9,6
CC1(C)Cc2c(sc3c2c(=N)n(Cc2ccco2)c(=O)n3Cc2ccc(F)cc2)CO1,24,0.8,2
COCC(=O)Nc1nc(-c2ccccc2)c(C)s1,18,0.8,7
CCN(CC)C(=O)C1CCCN(Cc2ccccc2C(F)(F)F)C1 (configuration not stated),21,0.8,7
CCOC(=O)c1c(N)sc(C(N)=O)c1C,21,0.8,8
COc1cc(NC(=O)C2CCCN2C(=O)OCc2ccccc2)cc(OC)c1 (configuration not stated),14,0.9,6
CCCCN(C)CCn1c(=S)[nH]c2ccc(N3CCOCC3)cc2c1=O,0,1,1
NC(=O)C1CCN(CCC(=O)Nc2cccc(Cl)c2)CC1,10,0.9,13
CCn1c(=O)cc(OCC(=O)N2CCc3ccccc32)c2ccccc21,5,0.9,-3
CC1CCCN(c2nc3c(c(=O)[nH]c(=O)n3C)n2CCCc2ccccc2)C1 (configuration not stated),62*,0.4,-1
CCOc1ccccc1-c1cc(-c2ccc(OC)cc2)nc2c1c(=O)n(C)c(=O)n2C,28,0.7,4
O=C1CCCc2c1[nH]c1ccc(Br)cc21,19,0.8,-5

Compounds above that have a CF3 group (2):
structure,CYP2C9 inhib,CYP2C9 activ,Candida biofilm
Cc1ccc(C2(C(F)(F)F)NC(=O)N3CCCN=C3S2)cc1 (configuration not stated),16,0.8,6
CCN(CC)C(=O)C1CCCN(Cc2ccccc2C(F)(F)F)C1 (configuration not stated),21,0.8,7

(further entries)
structure,CYP2C9 inhib,CYP2C9 activ,Candida biofilm
O=C(Cc1ccccc1)NCCn1ccc2ccccc21,34,0.7,11
COc1cc(OC)c(Nc2cc(C)nc3nc(C)nn23)cc1Cl,2,1,5
O=C1c2ccccc2C(=O)N1c1ncccn1,-10,1.1,4
CCOC(=O)N1CCN(C(=O)c2ccc3nc4ccsc4c(=O)n3c2)CC1,14,0.9,0
Cc1cc(NC(=O)CSc2nc3cc4c(cc3c(=O)n2CCc2ccccc2)OCO4)no1,46,0.5,6
O=C(c1cc(-c2cccc(O)c2)on1)N1CCCCC1,-93,1.9,2
O=S(=O)(NCc1csc(-c2cccnc2)n1)c1cccs1,17,0.8,17
Cc1cccc(C)c1Nc1nc2ccccc2o1,64*,0.4,7
CCOC(=O)c1c(C)n(O)c2ccc(Cl)cc2c1=O,4,1,6
COc1ccc(C2NCCc3cc(OC)c(OC)cc32)cc1OC (configuration not stated),4,1,6
CCCCNC(=O)c1c(O)c2cccc3c2n(c1=O)CCC3,-15,1.1,5
